# High-throughput results: PubChem, several laboratories
# IEC-6 cytotox – kills IEC-6 intestinal cells in KLF5 counter-screen | IEC-6 cytotoxicity, luminescence viability | inhibition, % at 5 µM | 0.78% of 290,000 active | AID 1825; in the data active means inhibition above about 22%;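 further: 0% = plate median of test compound wells and 100% = cytotoxic reference compound wells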
# HSF-1 act – increases HSF-1 driven luciferase reporter signal; NIH3T3-HGL HSF-1 luciferase reporter, MG132, 8 h; 100% = twice DMSO control signal; activation, % at 9 µM; 1.7% of 300,000 active;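 active means mean replicate activation of at least 50% with a set share of replicates each reaching 50%; inconclusive means only one of those two conditions met; inactive means mean below 50% and too few replicates reaching it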;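 further: 0% = median of the neutral control wells and 100% = twice that signal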
# HSF1 inhib – HSF1 inhibition | NIH3T3-HGL HSE-luciferase, MG132-induced, luminescence 8 h; active compounds read low | activity change, negative = inhibition, % at 7.5 µM (by protocol) | 0.77% of 300,000 active | AID 2098;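 active means more than half of replicate wells show activity change below -50%, luminescence cut by over half; inconclusive means some wells, but at most half, below -50%; inactive means no replicate well below -50%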;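 further: luciferase reports HSF-1 transcriptional activity via heat shock element; 0% = median of DMSO wells and -100% = zero luminescence signal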
# SKKanGAS inh – blocks kanamycin growth of S. pyogenes SKKanGAS strain. BacTiter-Glo, 6 h. inhibition, % at 7.5 µM. 1.3% of 300,000 active. AID 1662;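 active means mean replicate score, as percent of positive control median, at least 50; inconclusive means mean below 50 but one replicate at or above 50; inactive means mean and every replicate below 50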;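 further: strain carries kanamycin resistance gene driven by streptokinase promoter and grows in 40 µg/ml kanamycin; loss of luminescence reflects streptokinase promoter inhibition or plain growth inhibition; 0% = median of DMSO wells and 100% = positive control at its reference dose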
# KLF5 inhibitor – inhibitors of KLF5 expression; DLD-1 KLF5 promoter-luciferase reporter, luminescence; inhibition, % at 5 µM; 0.23% of 290,000 active;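 active means inhibition above a per-plate limit of that plate's mean compound inhibition plus 3 SD, cut at about 60% in these data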;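 further: 0% = DMSO wells and 100% = LY294002 at 200 µM; higher means less KLF5 promoter-driven luciferase light; inactives centre near -14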
# HSP90 inh – HSP90 refolding inhibition in rabbit reticulocyte lysate. luciferase refolding luminescence, 3 h. inhibition, % at 5.6 µM. 0.91% of 290,000 active. AID 1789;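 active means inhibition above the screen-wide mean plus 3 SD, computed separately per campaign, cut at about 16% in these data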;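 further: 0% = DMSO wells and 100% = 60 µM geldanamycin wells; inhibitors lower the luminescence because luciferase stays unfolded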
# AI-2 QS modul – modulates the Vibrio harveyi AI-2 quorum sensing system | Vibrio harveyi JMH597 AI-2 luminescence/OD600 ratio, 9 h; active compounds read low; strain lacks LuxN and CqsS sensors; 0 = neutral-control median | activity change, % at 7.5 µM | 0.4% of 300,000 active; in the data active means activity change below about -75%, passing the limit was not always enough; inconclusive means no clear call, values can overlap the other calls;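 further: luminescence divided by OD600 gain over 9 h not by final OD600 alone; inactives centre near 13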
# HIF activator – HIF pathway transcriptional activation; U2OS HRE-luciferase reporter, luminescence; normalized: DMSO 0%, desferrioxamine 100%; activation, % at 7.5 µM (by protocol); 0.32% of 300,000 active; AID 1910;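 active means mean activation of at least 10% of the iron chelator positive control signal, with at least half of replicates also reaching 10%; inconclusive means mean and replicate majority disagree about reaching 10%; inactive means mean and most replicates under 10%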
# Platelet DG rel – platelet dense granule release activity. human platelet-rich plasma, SFLLRN dense granule ATP release, luminescence. 0.22% of 300,000 active. inhibition, %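 (compounds screened at 7.5 µM in platelet-rich plasma)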;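 active means mean replicate score, as percent of positive control, at or above 50; inconclusive means mean below 50 but at least one replicate at or above 50; inactive means mean and every replicate below 50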
# aSyn 5UTR inh – 5' untranslated region of α-synuclein, MLPCN primary screen; 0.82% of 300,000 active; alpha-synuclein 5'UTR reporter, inhibitor activity; inhibition, % (tested at 7.5 µM); in the data active means inhibition above about 60%; inconclusive means no clear call, values can overlap the other calls;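 further: H4 neuroglioblastoma cells stably carrying SNCA 5'UTR luciferase fusion; 0% = DMSO wells and 100% = positive control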
# An asterisk follows results filed as active; ? = inconclusive; nt = no result given.
compound,HSF-1 act,SKKanGAS inh,AI-2 QS modul,HIF activator,KLF5 inhibitor,aSyn 5UTR inh,HSF1 inhib,IEC-6 cytotox,Platelet DG rel,HSP90 inh
COc1cc(/C=N/N(C)C)ccc1OC(=O)c1cccs1,-6,-2,1,0.9,-38,13,1,-1,-5,0
O=C1CSC(c2cccc([N+](=O)[O-])c2)N1c1ccccc1 (stereo not given),8,4,25,0.1,-16,-5,11,-2,11,0
Cc1ccc(OC(=O)c2ccc3nc(C)sc3c2)cc1,-67,-13,22,0.4,-49,-76,-62*,4,4,3
C=C(C)COc1ccc2c(C)c(CC(=O)N3C[C@H]4C[C@@H](C3)c3cccc(=O)n3C4)c(=O)oc2c1,49,5,13,0.0,4,13,16,-3,-2,2
Cc1ccc(C(=O)Nc2cccnc2N2CCN(C)CC2)cc1,9,1,20,-0.1,-17,18,2,1,3,4
COC(=O)c1cc(CNC(=O)C(C)NS(=O)(=O)c2ccc(C)c(C)c2)ccc1OC (stereo not given),3,5,3,-2.2,-2,4,1,1,1,12
C=CCNC(=S)NS(=O)(=O)c1cccs1,14,-4,17,-0.2,-15,8,-2,-2,-2,0
O=C(NN1CCOCC1)c1cccc(Br)c1,0,-1,15,0.3,nt,-1,-6,nt,2,nt
CC(=O)N1CCN(Cc2cc(=O)n3cc(Cl)c(C)c(Cl)c3n2)CC1,6,-5,6,-1.0,-26,-2,-4,-3,-1,1
Cc1cc(C)c2[nH]c(=O)c(C(c3nnnn3CC3CCCO3)N3CCC(C)CC3)cc2c1 (stereo not given),-56,-2,9,-0.9,-3,15,-44,-9,-4,1
Cc1sc2ncnc(OCC(=O)NC(C)C)c2c1C,1,7,12,-0.1,-10,-4,3,-6,-1,-1
Cc1nn(-c2ccccc2)c(N2CCCC2)c1/C=C1\N=C(c2ccccc2)OC1=O,10,3,18,0.0,-31,1,3,6,2,2
O=C(CSc1ccc(Cl)cc1)NNC(=O)c1ccco1,-6,3,7,-0.3,-18,1,-5,3,-6,1
Nc1ccccc1NC1=CC(=O)CC(c2ccco2)C1 (stereo not given),19,5,22,0.7,-2,3,15,-1,5,-3
Cc1c(C)c2cc(Cl)c(O)c(CN3CCCCC3)c2oc1=O,4,-3,9,-0.8,-10,-14,-3,0,-5,-1
Fc1ccc(CNC(=S)NC2CCCCC2)cc1,14,8,-54,0.0,-23,4,1,0,4,-2
CCSC1=N/C(=C\c2cccnc2)C(=O)N1c1ccccc1,11,-15,-12,-0.2,-13,-29,6,1,-12,3
Cc1ccc2ncnc(NCCCN3CCOCC3)c2c1,-44,13,39,0.1,-5,17,-22,1,2,2
CN1CCN(S(=O)(=O)c2csc(C(N)=O)c2)CC1,8,1,11,0.5,2,10,-4,-3,2,3
Cc1cc(F)ccc1NCc1cccnc1,12,-4,22,0.2,3,-6,-6,-4,1,-2
CC(C)(C)C1CCC(OCC(O)CN2CCN(Cc3ccccc3)CC2)CC1 (stereo not given),2,-3,5,0.1,-10,-4,3,-6,1,-2
Cc1nnnn1/C(=C\c1ccccc1)C(=O)OCC(=O)Nc1ccc(Cl)cc1F,334*,-12,20,1.3,nt,-71,341,nt,-7,nt
O=C1C2CCCN2C(=S)N1C1CCCCC1 (stereo not given),3,0,15,1.5,-41,-2,-1,0,-1,-1
COC(=O)[C@@]1(Cc2ccc(OC)cc2)[C@H]2c3cc(C(=O)N4CCCC4)n(CCn4cc([N+](=O)[O-])nc4C)c3C[C@H]2CN1C(=O)c1ccccc1,-20,-1,-4,-1.3,-4,-9,-7,-1,1,3
CCCn1nc(C(=O)NCCc2ccc(S(N)(=O)=O)cc2)c2ccccc2c1=O,-2,-5,6,-0.1,7,2,-2,1,-2,-2
OCc1cc(-c2ccccn2)no1,-15,-2,12,0.1,nt,-12,-2,nt,2,nt
Cc1ccc(O)c(NC(=O)C2CC(c3cccc(Br)c3)=NO2)c1 (stereo not given),20,6,nt,0.5,-19,0,17,-6,-3,-2
O=C(NCCc1ccccc1)C1CCCN(S(=O)(=O)c2cccnc2)C1 (stereo not given),7,2,5,-1.1,-1,-8,-5,0,-1,-3
CCCN(C(=O)COC(=O)C12CCC(=O)N1c1ccccc1S2)c1c(N)n(Cc2ccccc2)c(=O)[nH]c1=O (stereo not given),-4,2,5,-0.4,-15,-31,-3,1,3,0
O=S(=O)(NCCS(=O)(=O)N1CCN(c2ccccc2)CC1)c1ccccc1,7,-6,24,-0.1,-7,9,-3,-2,15,-2
O=C(O)c1ccc(N2CCN(c3ccc(Cl)cc3)CC2)c([N+](=O)[O-])c1,0,13,-13,0.2,-18,14,3,-2,0,4
Cc1nnc(SCC(=O)O)s1,-22,-3,10,0.4,-7,3,-7,-3,8,5
CCN(CC)S(=O)(=O)c1ccc(N/N=C/c2cccnc2)nc1,-3,-6,16,-0.8,-5,8,2,2,-5,4
NC(=O)/C=C/C(=O)Nc1ccc(Cl)cc1,41,-15,-22,-0.8,-9,-2,22,3,-4,0
Cc1cccn2c(=O)c(C=O)c(Nc3ccc(S(N)(=O)=O)cc3)nc12,-6,9,6,-1.2,-7,-500,-12,6,4,-5
CCOc1ccc(NC(=O)CN(C)C(=O)C2CCCC2)cc1OCC,4,-3,37,-0.1,-23,-11,-4,-6,3,0
Cc1ccc(C(=O)Cc2nc3ccccc3[nH]2)cc1,32,5,30,3.1,-108,-42,25,5,-5,1
CSc1ccc(S(=O)(=O)Nc2ccc(OCC(=O)N3CCOCC3)cc2)cc1,-16,-3,6,0.2,-26,0,3,-6,2,2
COc1ccc(CCNC(=O)CSc2nnc(Cc3cccn3C)n2C)cc1OC,6,-2,3,0.1,-20,5,-9,6,1,4
COc1nc(N=C(N)N)nc2c(C)cccc12,-21,3,39,-0.5,-21,-37,-9,6,-11,3
C=CCn1c(SCC(=O)N2CCc3ccccc3C2)nc2ccccc2c1=O,-11,8,6,-0.4,-20,19,-15,7,0,4
CCOC(=O)c1cnc(SC)nc1Oc1cccc(NS(=O)(=O)c2ccccc2)c1,36,-6,-3,-1.1,-7,-6,9,-2,-3,-2
CC(C)(C)NC(=O)CSc1nncn1-c1ccccc1,-6,1,6,0.1,-26,9,-9,1,6,1
COc1ccc(N/C(N)=N/c2nc(C)cc(C)n2)c(OC)c1,0,-8,32,0.2,-16,3,1,11,8,4
Cc1ccc(C(=O)Nc2ncccc2O)o1,-15,7,11,2.6,nt,-84,9,nt,-1,nt
O=C(NNc1ccccc1C(F)(F)F)c1cccs1,6,1,22,-0.3,-20,-2,1,1,-2,-1
COc1cc(/C=C2\C(=O)N(CCC#N)N=C2C)ccc1OCC(=O)Nc1ccccc1,48,19,13,1.5,-81,-164,42,-3,1,13
Cc1ccccc1Nc1c([N+](=O)[O-])ccc2nonc12,-14,5,3,0.1,-32,29,-8,3,-1,0
Cc1ccc(-c2ncns2)cc1,13,1,13,0.3,-5,-8,-6,-8,7,-4
O=C(Nc1cccc2cccnc12)c1cccnc1,1,-1,5,0.1,-15,-50,-9,1,-4,3

# Next part:
compound,HSF-1 act,SKKanGAS inh,AI-2 QS modul,HIF activator,KLF5 inhibitor,aSyn 5UTR inh,HSF1 inhib,IEC-6 cytotox,Platelet DG rel,HSP90 inh
COc1ccc(CCNC(=O)c2cc(-c3ccc(Cl)c(Cl)c3)oc2C)cc1,10,53*,11,-0.3,4,-19,4,1,10,3
CCCCn1cnc2c([nH]c3cc(OC)ccc32)c1=O,13,1,13,1.4,-60,-129,19,6,6,-2
Cn1c(SCC(=O)N2CCN(Cc3ccccc3)CC2)nnc1-c1ccncc1,-1,-11,18,-0.3,-23,0,-2,0,-8,-2
CCOc1cc(C2NC(=O)NC(O)(C(F)(F)F)C2C(=O)c2ccc(Cl)cc2)ccc1O (stereo not given),8,-12,15,-0.2,-10,6,1,-12,5,1
Cc1cccc(OCC(O)CN2CC3(C)CC2CC(C)(C)C3)c1 (stereo not given),0,-17,5,-0.2,-21,20,9,-4,-15,2
CCOc1ccc(S(=O)(=O)Nc2cccc(C(=O)N3CCN(C(C)=O)CC3)c2)cc1,-1,3,1,-0.6,nt,21,-4,nt,-8,nt
Cc1ccc(NC(=S)Nc2ccc3[nH]c(=O)[nH]c3c2)cc1C,15,-29,-1,0.9,-40,-4,6,6,-2,0
Cc1nc2c(C)cccn2c1C(=O)c1ccccc1,5,1,-8,-0.1,-16,12,-2,7,-10,2
CNC(=O)CSc1nnc(-c2ccccc2F)n1CCc1ccccc1,-7,-4,17,0.4,-16,5,-3,-7,7,-1
O=C(NCC1CCCO1)c1ccccc1-c1nc(-c2ccc(Cl)cc2)no1 (stereo not given),15,-9,14,nt,-33,-74,13,-6,0,0
c1ccc2[nH]c(SCc3ccc(-c4nnco4)cc3)nc2c1,?,2,-45,2.0,-18,-142,29,1,1,-3
O=C(NCCNc1ccc([N+](=O)[O-])cc1)c1ccccc1Br,-1,-6,-36,-0.7,-16,-6,-5,-5,10,-1
Cc1ccc(/C=C/C(=O)O)cc1S(=O)(=O)NCC1CCCO1 (stereo not given),-11,-1,21,-0.1,-6,16,-2,-3,11,-1
C#CCN1C(=O)C(O)(CC(=O)c2cc(OC)ccc2OC)c2ccccc21 (stereo not given),21,-2,4,-0.2,-25,-8,-1,4,-7,1
C=CCNC(=O)C1CC(=O)N(c2ccc(OCc3ccc(F)cc3)cc2)C1 (stereo not given),18,6,1,1.4,-117,-95,14,2,18,-3
CCS(=O)(=O)c1ccc(-c2cccc(NC(=O)COc3ccc(Cl)cc3)c2)nn1,3,8,30,-0.2,-6,4,4,-10,-8,-10
COCCNC(=O)[C@@H]1CSC2c3ccc(OC)c(OC)c3C(=O)N21 (stereo not given in full),25,-1,-2,-0.3,-15,-6,-12,-8,-5,3
CCCc1noc(-c2cccc([N+](=O)[O-])c2)n1,22,4,34,-0.4,-26,15,-7,-2,0,-4
O=C(NCC1CCCO1)c1cc2c(s1)CS(=O)(=O)C2 (stereo not given),-3,-1,14,-0.3,-18,9,-11,2,-3,0
COc1ccc(CN2C(=O)NC3(CCCCC3)C2=O)cc1F,4,4,17,-0.7,-13,-6,-3,2,0,1
COc1ccc(CC(=O)Nc2ccccc2NC(=O)c2ccco2)cc1OC,2,-3,21,-0.7,-27,-8,-11,-4,2,-3
CC(C)N1CCN(Cc2nc3c(s2)CCCC3)CC1CCO (stereo not given),10,10,19,-0.7,-4,-12,-8,5,2,1
COc1ccc(NC(=O)Nc2sc(=S)n(C)c2C)cc1,4,nt,38,0.1,-19,-48,1,-2,2,1
Cc1cc(C)n2nc(SCCCC(=O)c3ccc(F)cc3)nc2n1,-17,-6,9,0.0,9,12,4,-5,30,2

# Rows were taken by chance (roughly 6% active in at least one column).
